NTR1 agonist – NTR1-driven beta-arrestin-GFP spot formation – imaging, U2OS cells, high content, primary screen (AID 493036); agonist mode; P30989; activation, % at 20 µM; 330,000 tested, 0.17% active;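 active = activation at or above 40% of the spot to cytoplasm intensity ratio, with at least 20 cells analyzed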;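 also: 0% = DMSO without peptide and 100% = 100 nM NTR1 peptide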
Target sequence (P30989 whole entry, looked up): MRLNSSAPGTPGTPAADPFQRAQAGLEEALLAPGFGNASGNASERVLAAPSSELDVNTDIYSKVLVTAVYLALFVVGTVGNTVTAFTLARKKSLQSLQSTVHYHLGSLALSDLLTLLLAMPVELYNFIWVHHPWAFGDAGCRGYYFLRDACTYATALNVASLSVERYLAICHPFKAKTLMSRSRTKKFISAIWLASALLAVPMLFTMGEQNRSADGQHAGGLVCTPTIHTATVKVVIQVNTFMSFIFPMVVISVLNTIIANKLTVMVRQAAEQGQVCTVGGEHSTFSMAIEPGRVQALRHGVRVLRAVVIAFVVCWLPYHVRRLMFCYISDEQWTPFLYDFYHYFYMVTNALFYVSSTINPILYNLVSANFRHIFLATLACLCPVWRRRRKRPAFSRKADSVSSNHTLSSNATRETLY
LYP inhibition – PTPN22 lymphoid phosphatase activity blockers – biochemical, fluorescence intensity, uHTS (AID 1779). recombinant LYP phosphatase, fluorescence intensity; higher % means a stronger effect. inhibition, % at 11.5 µM, or IC50 in µM where a hit was titrated. 290,000 tested, 0.054% active; in the data active = inhibition above about 50%;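 also: plate controls were vehicle with enzyme for no effect and no enzyme for full effect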
HIV peptide binding – inhibitors of HIV fusion peptide binding, primary screen, biochemical, uHTS, fluorescence dequenching (AID 1986). 290,000 tested, 0.3% active. one-dose inhibition, % at 20 µM; IC50 in µM for titrated hits. cell-free peptide binding, fluorescence dequenching, 30 min; higher % means a stronger effect; in the data active = inhibition mostly above about 52%, no sharp cut-off; inactive = mostly below about 76%; also: some results filed as inactive read as strong as hits
GPR35 arrestin U2OS – GPR35 antagonists blocking zaprinast-driven arrestin recruitment, primary screen, imaging, U2OS, beta-arrestin-GFP, zaprinast agonist (AID 2058); U2OS GPR35 beta-arrestin-GFP translocation imaging, zaprinast antagonism; higher % means a stronger effect; one-dose inhibition, % at 10 µM; IC50 in µM for titrated hits; 290,000 tested, 0.052% active;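 active = inhibition of at least 50% with at least 30 cells and total cytoplasm GFP at most 10,000,000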
Salmonella PhoP GFP – inhibitors of PhoP regulon expression, primary screen, Salmonella Typhimurium, GFP reporter (AID 1863); one-dose inhibition, % at 50 µM; IC50 in µM for titrated hits; S. Typhimurium PhoP-regulated promoter GFP reporter, 4 h; higher % means a stronger effect; 300,000 tested, 0.16% active;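 active = inhibition over 29.93%, a cutoff 3 SD above the screen mean, later confirmed by dose response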;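 also: 0% = low Mg2+ inducing control and 100% = high Mg2+ repressing control; strong numbers were not always called active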
Siah-1 displacement – Siah-1 peptide-binding antagonists, primary screen, biochemical, fluorescence polarization, rhodamine-plectin, uHTS (AID 1817). displacement, % at 20 µM; hits with a dose series show IC50 in µM. 290,000 tested, 0.02% active. Siah-1 / rhodamine-plectin peptide fluorescence polarization; higher % means a stronger effect;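 active = displacement of at least 50% at 20 µM, with a fluorescence ratio check between 0.3 and a set limit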;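 also: plate controls were Siah plus tracer with DMSO for no effect and tracer alone without Siah for full effect; strong numbers were not always called active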
GPR55 LPI antagonism – inhibition of LPI-stimulated GPR55 beta-arrestin translocation – imaging, U2OS, beta-arrestin-GFP, LPI agonist, primary screen (AID 2013) | U2OS GPR55 beta-arrestin-GFP translocation imaging, LPI antagonism; higher % means a stronger effect | inhibition, % at 10 µM, or IC50 in µM where a hit was titrated | 290,000 tested, 0.13% active;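 active = spots per cell inhibited over 60%, with over 100 cells counted and total cytoplasm intensity under 500,000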;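 also: U2OS cells stably carrying GPR55 and arrestin-GFP stimulated by 5 µM LPI near EC80; imaged beta-arrestin-GFP aggregate spots per cell after agonist stimulation; plate controls were LPI-stimulated DMSO wells for no effect and DMSO wells without LPI for full effect; some results filed as inactive read as strong as hits; confirmed hits need IC50 under 10 µM and bright autofluorescent wells are also inconclusive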
Myeloid diff 2 – myeloid differentiation induction; calls only at 10 µM; ER-HoxA9 myeloid progenitors, lysozyme-GFP differentiation, flow cytometry; 360,000 tested, 1% active;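 active = normalized GFP-positive differentiation at or above the plate's own cutoff, the solvent-only control mean plus 3 SD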;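 also: cells exposed to compound for four days before flow analysis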
Rac1 GTP hydrolysis – MgcRacGAP GTPase-activating activity inhibitors, confirmation, biochemical, ADP Hunter fluorescence; inhibition, % at 30 µM; hits with a dose series show IC50 in µM; MgcRacGAP-stimulated Rac1 GTP hydrolysis, ADP Hunter fluorescence; higher % means a stronger effect; GST-tagged Rac1 F28L mutant substrate; AID 624330; 340,000 tested, 0.6% active;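 active = first-screen hits whose inhibition reached a set limit at any dose in the follow-up dose series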;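 also: fluorescence reports GDP produced by GAP-driven GTP hydrolysis; strong numbers were not always called active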
NTR1 agonist cell count 20 µM – recorded beside NTR1 agonist, whose call it bears; cell count; measured here: cell count, cytotoxicity flag
Myeloid diff 2 GFP+ MAC1+ % – second read-out of Myeloid diff 2, no call of its own (marks repeat the call); GFP+ MAC1+ double positive, %; measured here: differentiation confirmed by MAC1 staining
Starred values were filed as active, the others as inactive; i = inactive; nt = not tested or not shown; + = active, no number.

SMILES	NTR1 agonist	NTR1 agonist cell count 20 µM	LYP inhibition	HIV peptide binding	GPR35 arrestin U2OS	Salmonella PhoP GFP	Siah-1 displacement	GPR55 LPI antagonism	Myeloid diff 2	Myeloid diff 2 GFP+ MAC1+ %	Rac1 GTP hydrolysis
CCC(Oc1ccccc1)C(=O)Nc1cc(C(F)(F)F)ccc1N1CCOCC1 (centres undefined)	8.5	54	nt	nt	nt	3%	nt	nt	i	1.8	-2%
CS(=O)(=O)N1CCN(c2ccccc2NC(=O)CSc2ccc(Cl)cc2)CC1	7.1	42	3%	-0.9%	-4%	-7%	2%	14%	i	0.2	10%
CCOC(=O)c1cnc(SC2CC(=O)N(c3ccc(OC)c(OC)c3)C2=O)nc1N (centres undefined)	0.1	91	-4%	2.6%	7%	-5%	6%	16%	i	0.7	10%
CCC(C)[C@H](NC(=O)N1CCC(C)CC1)C(=O)OC (some centres undefined)	-0.9	51	-6%	-0.8%	18%	-12%	16%	-5%	i	0.4	7%
CC(C)C(NS(=O)(=O)c1ccc(Br)s1)C(=O)O (centres undefined)	-0.8	36	4%	2.0%	9%	-4%	6%	-6%	i	0.2	7%
C=CCC(COCc1ccccc1)NS(=O)(=O)c1ccccc1Br (centres undefined)	-0.8	68	-4%	0.6%	-11%	3%	11%	8%	i	1.9	7%
Cc1ccc(NC(=O)CN(C)S(=O)(=O)c2cccc3nsnc23)cc1C	0.8	93	0%	-1.4%	1%	-7%	2%	-4%	i	0.8	8%
COc1cc(Cl)c(C)cc1NC(=O)c1ccc(S(C)(=O)=O)cc1	0.0	51	5%	0.4%	3%	-4%	-7%	13%	i	0.3	-1%
O=C(Cc1ccccc1)Nc1cc(C(=O)c2ccccc2)ccc1N1CCOCC1	0.6	89	1%	-2.0%	7%	17%	8%	0%	i	0.4	6%
COc1ccc(NS(=O)(=O)c2cc([N+](=O)[O-])ccc2N/N=C\c2c(C)[nH]c3ccccc23)cc1	3.8	58	-4%	-1.4%	14%	9%	0%	1%	+	44*	24%
COc1ccc(C(C)=O)cc1CSc1nnc(Nc2ccc(C)cc2)s1	14	59	-6%	0.4%	4%	2%	3%	-2%	i	1.2	4%
O=C(c1ccccc1)c1ccc(OCCCCN2CCCCC2)cc1	-2.4	58	-9%	-0.2%	-12%	-8%	4%	1%	i	0.3	14%
Cc1ccc(OCC(O)CN2C(=O)NC(C)(C)C2=O)cc1 (centres undefined)	2.5	42	-9%	3.7%	-24%	0%	20%	0%	i	0.9	4%
O=C(c1ccc(C(F)(F)F)cc1)C1CCCN(C(=O)CN2C(=O)CSC2=O)C1 (centres undefined)	0.8	59	-6%	0.4%	2%	-2%	4%	2%	i	0.4	3%
CCOC(=O)Cn1nnnc1CN(Cc1ccccc1)Cc1cc2cc(CC)ccc2[nH]c1=O	7.5	54	4%	-1.1%	-6%	-9%	-2%	-2%	i	8.3	0%

Among those listed so far, these contain a carbonyl joined to an NH by a bond outside any ring:
SMILES	NTR1 agonist	NTR1 agonist cell count 20 µM	LYP inhibition	HIV peptide binding	GPR35 arrestin U2OS	Salmonella PhoP GFP	Siah-1 displacement	GPR55 LPI antagonism	Myeloid diff 2	Myeloid diff 2 GFP+ MAC1+ %	Rac1 GTP hydrolysis
CCC(Oc1ccccc1)C(=O)Nc1cc(C(F)(F)F)ccc1N1CCOCC1 (centres undefined)	8.5	54	nt	nt	nt	3%	nt	nt	i	1.8	-2%
CS(=O)(=O)N1CCN(c2ccccc2NC(=O)CSc2ccc(Cl)cc2)CC1	7.1	42	3%	-0.9%	-4%	-7%	2%	14%	i	0.2	10%
CCC(C)[C@H](NC(=O)N1CCC(C)CC1)C(=O)OC (some centres undefined)	-0.9	51	-6%	-0.8%	18%	-12%	16%	-5%	i	0.4	7%
Cc1ccc(NC(=O)CN(C)S(=O)(=O)c2cccc3nsnc23)cc1C	0.8	93	0%	-1.4%	1%	-7%	2%	-4%	i	0.8	8%
COc1cc(Cl)c(C)cc1NC(=O)c1ccc(S(C)(=O)=O)cc1	0.0	51	5%	0.4%	3%	-4%	-7%	13%	i	0.3	-1%
O=C(Cc1ccccc1)Nc1cc(C(=O)c2ccccc2)ccc1N1CCOCC1	0.6	89	1%	-2.0%	7%	17%	8%	0%	i	0.4	6%

Following part
SMILES	NTR1 agonist	NTR1 agonist cell count 20 µM	LYP inhibition	HIV peptide binding	GPR35 arrestin U2OS	Salmonella PhoP GFP	Siah-1 displacement	GPR55 LPI antagonism	Myeloid diff 2	Myeloid diff 2 GFP+ MAC1+ %	Rac1 GTP hydrolysis
COc1ccc(C(=O)CC(=O)c2ccc(C)cc2)c(O)c1	3.4	40	-3%	-0.3%	3%	-5%	-2%	4%	i	0.3	-1%
Cc1ccc2c(c1)N(CC(=O)NC1CCCCC1C)C(=O)CO2 (centres undefined)	-0.5	60	0%	-1.0%	12%	-5%	6%	31%	i	0.4	10%
COc1ccc(OC)c(NC(=O)C2CC(=O)N(CCc3ccccc3)C2)c1 (centres undefined)	-0.5	64	0%	1.9%	8%	-12%	-7%	9%	i	0.9	-2%
O=C(Nn1cnc2ccccc2c1=O)C1CCCCC1	-0.6	56	2%	3.5%	5%	5%	-1%	-1%	i	0.6	6%
COc1ccc2c(C=O)cn(C)c2c1	1.1	54	-6%	-0.1%	-4%	-3%	2%	5%	i	0.7	5%
Cn1c2ccccc2c2cc(/C=N/NC(=O)c3ccccc3F)ccc21	2.8	49	-2%	-1.0%	-1%	13%	-5%	-36%	i	0.6	1%
CC1(OC(=O)c2cccs2)C(=O)C=C2C=C3CCCN3C=C2C1=O (centres undefined)	-0.8	88	-8%	31%	6%	5%	55%	-9%	i	1.2	12%
O=S(=O)(NCc1cc(-c2ccccc2Cl)no1)c1ccc(Cl)cc1	0.6	85	3%	0.7%	1%	-3%	6%	22%	i	0.6	4%
Cc1cccc(CS(=O)(=O)Cc2ccc(C(=O)NCCCN3CCCC3)o2)c1	0.0	57	0%	3.5%	-3%	20%	0%	14%	i	5.1	-16%
Cc1ccc(-n2nnnc2-c2cnc(N3CCCC3)nc2C(F)(F)F)cc1	9.8	83	-3%	-3.4%	-9%	-9%	-6%	0%	i	0.9	7%
COc1cc(/C=N/NC(=O)c2cccnc2)ccc1OS(=O)(=O)c1cc(C)ccc1C	nt	nt	-1%	-0.8%	-6%	22%	-2%	3%	i	0.0	12%
CCNc1nc(N)nc(Oc2ccc(OCCOc3ccc(Cl)cc3Cl)nn2)n1	0.8	63	-7%	2.7%	-8%	1%	1%	12%	i	0.5	5%
O=C(O)c1ccc(Cn2cnc3scc(-c4ccccc4)c3c2=O)cc1	0.7	31	1%	2.4%	0%	4%	0%	10%	i	0.7	2%
COc1ccc(OC)c(S(=O)(=O)N2CCC3(CC2)OCCN3S(=O)(=O)c2cccs2)c1	0.8	57	nt	nt	nt	-3%	nt	nt	i	0.3	3%
Cc1ccccc1N1CCN(C2CCCN(C(=O)CN3CCCC3=O)C2)CC1 (centres undefined)	0.0	33	-6%	-0.3%	-4%	6%	-8%	-10%	i	0.6	6%
CCC1=Nc2cc(C(=O)O)ccc2Sc2ccc(Cl)cc21	-0.8	66	6%	12%	-11%	-15%	18%	7%	i	1.5	6%
CN(CCC(=O)c1ccccc1)CCC(=O)c1ccccc1	-1.1	85	-13%	1.1%	2%	10%	-8%	14%	i	0.2	5%
Oc1c(/C=N/c2ccccn2)sc2ccccc12	0.5	67	2%	6.4%	16%	-10%	-12%	10%	i	0.6	13%
Cc1cc(C)nc(Nc2ccccc2Cl)n1	1.9	64	-10%	2.4%	4%	3%	5%	-7%	i	0.7	7%
COc1ccc(CC(=O)O/N=C(\N)c2cccc([N+](=O)[O-])c2)cc1	-0.3	92	0%	-0.6%	5%	4%	0%	5%	i	0.4	11%
CC(C)(C)OC(=O)N/N=C/c1c[nH]c2ccccc12	1.5	43	-3%	-2.7%	23%	8%	3%	7%	i	0.8	11%
CN(C)CCCNC1=CC(=O)CC(c2ccccc2)C1 (centres undefined)	0.8	57	-4%	3.4%	-6%	-10%	3%	12%	i	0.3	7%
COCCCNCCCCOc1ccc(C)cc1[N+](=O)[O-]	-1.3	27	-10%	-0.9%	-4%	-1%	-8%	-2%	i	1.1	21%
CCCCN(C)Cc1cc(=O)oc2ccc3ccccc3c12	5.0	71	-8%	-1.6%	-17%	-5%	4%	3%	i	0.3	6%
CCOc1ccc(C(=O)CCc2nc3ccccc3s2)cc1	3.3	45	-7%	0.7%	3%	-5%	4%	18%	i	13	1%
O=C(/C(=C(/[O-])c1ccccc1)[n+]1ccccc1)c1ccc([N+](=O)[O-])cc1	0.8	44	-1%	1.1%	8%	5%	-2%	9%	i	0.3	3%
COc1ccccc1OCC(=O)Nc1cc2c(cc1C(=O)O)OCCCO2	-0.9	46	-13%	1.4%	0%	-3%	16%	-3%	i	0.5	7%
Cc1c(C(=O)NCCc2ccccc2)oc2ccccc12	0.4	58	-1%	-1.4%	9%	-4%	-2%	4%	i	0.6	8%
Cc1ccc2ccc(S(=O)(=O)n3nc(C)cc3C)cc2c1	-0.2	64	3%	-1.1%	6%	-4%	-2%	-8%	i	2.2	-2%
CCOc1ccc(NC(=O)C/C(C)=N/NC(=O)Cc2ccc(Cl)cc2)cc1	-2.5	48	-5%	0.3%	-3%	4%	5%	10%	i	0.7	7%
COc1ccc(-c2c(-c3ccc(OC)c(C)c3O)n[nH]c2C)cc1	12	54	-7%	-2.0%	-1%	15%	-2%	-8%	i	0.4	14%
CN(C)CCCNC(=O)CCc1nc2ccccc2c(=O)[nH]1	-0.8	50	-4%	-0.6%	-8%	-2%	1%	12%	i	0.9	14%
CCCN(Cc1nnc(-c2ccccc2Cl)o1)C(=O)c1cc2ccccc2o1	2.3	63	nt	nt	nt	-7%	nt	nt	i	0.8	10%
O=C(CN1CCC(NC(=O)Nc2ccccc2)CC1)Nc1ccccc1F	2.5	34	-16%	2.3%	-9%	-3%	-2%	-3%	i	0.3	6%
COc1cc(CNCCc2ccc(F)cc2)ccc1OCc1ccc(Cl)nc1	2.1	50	-7%	0.2%	-2%	23%	0%	16%	i	0.7	15%
CC(C)(C)C1CCc2c(sc(NC(=O)c3cc(C4CC4)on3)c2C#N)C1 (centres undefined)	12	73	-2%	-2.1%	12%	-3%	1%	-11%	i	3.5	5%
